Compound activity (PubChem BioAssay)
PG9 binder: binders of HIV-1 gp120 antibody PG9, primary screen, biochemical, TR-FRET; 0.43% of 360,000 active; TR-FRET gp120-PG9 antibody binding; inhibition, % at 6.7 µM; HIV-1 gp120 / PG9 antibody interaction; AID 624416, 2012; in the data active means inhibition above about 8.5%
sPLA2-III inh: human group III sPLA2 inhibitors, primary screen, biochemical, QFRET, BODIPY PC-A2 liposome substrate; Group 3 secretory phospholipase A2 (Homo sapiens), Q9NZ20; QFRET BODIPY PC-A2 liposome hydrolysis, fluorescence; inhibition, % at 12.2 µM; 0.56% of 370,000 active; AID 743126, 2013;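 active means inhibition above mean plus 3 SD of compounds lying within the high and low control bounds, cut at about 19% in these data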;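 further: 0% = median of test compound wells and 100% = no enzyme DMSO wells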
DAX1 inh-1: DAX1 (NR0B1) inhibitors, primary screen, cell-based, HEK293, Gal4-DAX1, luciferase luminescence | Nuclear receptor subfamily 0 group B member 1 (Homo sapiens), P51843 | HEK293 Gal4-DAX1 luciferase reporter | inhibition, % at 6.75 µM | 0.99% of 340,000 active | AID 504766, 2011;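 active means inhibition above the mean over all tested compounds plus 3 SD, cut at about 4.2% in these data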;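 further: 0% = DAX1-transfected cells with DMSO and 100% = empty-vector control cells with DMSO; inhibition shows as a rise in luminescence from relieved DAX1 repression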
Target sequence (P51843 207-470 limits assumed): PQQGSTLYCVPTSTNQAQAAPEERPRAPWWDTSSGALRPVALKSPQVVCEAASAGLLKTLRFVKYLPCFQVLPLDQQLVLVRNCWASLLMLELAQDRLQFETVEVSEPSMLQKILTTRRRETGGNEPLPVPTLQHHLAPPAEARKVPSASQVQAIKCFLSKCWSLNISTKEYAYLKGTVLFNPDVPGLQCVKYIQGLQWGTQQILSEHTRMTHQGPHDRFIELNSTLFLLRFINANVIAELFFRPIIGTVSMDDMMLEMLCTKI
hgDAF-12 ag: H. glycines DAF-12 receptor agonists, primary screen, cell-based, luminescence, HEK293, GAL4 fusion, UAS-luciferase; Nuclear hormone receptor DAF-12 (Heterodera glycines), GAL4 fusion; HEK293 GAL4-hgDAF12 UAS-luciferase reporter, agonist luminescence; normalized to butyrate control; activation, % at 6.8 µM; 1.8% of 370,000 active; AID 687014, 2013;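 active means activation above a cutoff set at the mean of all screened compounds plus 3 SD, cut at about 10% in these data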;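 further: 0% = DMSO wells and 100% = sodium butyrate wells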
Rev-erbA mod: modulators of Rev-erb alpha DNA binding, primary screen, biochemical, FITC-DNA, fluorescence polarization, uHTS; 0.79% of 370,000 active; activity, % at 10 µM; Rev-erbα–FITC-DNA binding, 90 min;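 active means activity above about 14%, limit read from the data; passing the limit was not always enough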;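 further: 0% = DMSO wells with 35 nM protein and 100% = DMSO wells with 750 nM protein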
Target sequence (P20393 whole entry, looked up): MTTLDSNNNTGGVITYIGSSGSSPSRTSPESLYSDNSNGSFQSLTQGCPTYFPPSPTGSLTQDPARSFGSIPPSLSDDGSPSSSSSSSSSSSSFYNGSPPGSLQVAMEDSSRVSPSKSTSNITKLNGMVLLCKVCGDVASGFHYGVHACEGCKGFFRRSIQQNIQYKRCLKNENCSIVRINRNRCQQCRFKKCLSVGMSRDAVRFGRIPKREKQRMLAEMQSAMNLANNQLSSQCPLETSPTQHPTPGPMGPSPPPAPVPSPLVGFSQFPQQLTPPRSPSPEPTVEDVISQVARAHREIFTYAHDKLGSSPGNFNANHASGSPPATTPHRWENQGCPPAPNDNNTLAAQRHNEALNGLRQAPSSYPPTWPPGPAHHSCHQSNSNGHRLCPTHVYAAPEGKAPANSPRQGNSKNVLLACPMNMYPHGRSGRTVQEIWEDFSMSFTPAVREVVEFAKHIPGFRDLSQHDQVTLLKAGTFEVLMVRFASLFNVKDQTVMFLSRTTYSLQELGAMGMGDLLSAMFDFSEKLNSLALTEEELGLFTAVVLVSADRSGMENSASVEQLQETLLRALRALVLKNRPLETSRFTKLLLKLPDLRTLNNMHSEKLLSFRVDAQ
DAX1 inh-2: DAX1 (NR0B1) inhibitors on StAR promoter, primary screen, cell-based, luminescence, SF-1 (NR5A1), full-length DAX-1. 1.1% of 370,000 active. inhibition, % at 6.8 µM. AID 652010, 2013. HEK293T StAR-luciferase reporter, SF-1/DAX-1 repression relief;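 active means inhibition above the mean over all tested compounds plus 3 SD, cut at about 3.6% in these data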;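 further: 0% = DAX-1 cells with DMSO and 100% = cells lacking DAX-1 with DMSO; higher inhibition means more luminescence from relief of DAX-1 repression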
SMARCA2 act: SMARCA2 (BRM) function activators, primary screen, cell-based, luminescence, high throughput. MG213 cells, MMTV-luciferase reporter, dexamethasone, overnight. activation, % at 9.1 µM. 1% of 370,000 active. AID 652017, 2013; in the data active means activation above about 7.8%;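 further: 0% = vehicle wells and 100% = reference activator wells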
PLCb3 inh: human PLC-beta3 inhibitors, primary screen, biochemical, fluorescence; 1-phosphatidylinositol 4,5-bisphosphate phosphodiesterase beta-3 (Homo sapiens), Q01970; inhibition, % at 12.2 µM; Purified PLC-beta3, fluorogenic substrate; 0.18% of 370,000 active; in the data active means inhibition above about 11%;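 further: 0% = median of compound wells on plate and 100% = full blocker control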
hcDAF-12 act: H. contortus DAF-12 nuclear receptor activators, primary screen, cell-based, luminescence, HEK293, lit1-tk-luc reporter | AID 652067, 2013 | 1.4% of 370,000 active | HEK293 hcDAF-12 lit1-tk-luc reporter; 0% DMSO, 100% Δ7-dafachronic acid | activation, % at 6.8 µM;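 active means activation above the mean of all tested compounds plus 3 SD, cut at about 5.5% in these data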;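 further: 100% = response to 3 µM Δ7-dafachronic acid high control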
ssDAF-12 act: S. stercoralis DAF-12 nuclear receptor activators, primary screen, cell-based, luminescence, HEK293, GRIP1 co-expression, lit1-tk-luc | HEK293 ssDAF-12/GRIP1 lit1-tk-luc reporter; % of 3 µM dafachronic acid response | activation, % at 6.8 µM | 1% of 370,000 active | AID 652126, 2013;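 active means activation above the mean over all tested compounds plus 3 SD, cut at about 0.9% in these data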;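 further: 0% = DMSO-only wells and 100% = 3 µM delta7-dafachronic acid wells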
GAA850 FXN act: FXN promoter activators, primary screen, cell-based, luciferase luminescence, HEK293 lucGAA850; HEK293 lucGAA850 FXN promoter luciferase reporter, 24 h; percent of 10 µM SAHA response; activation, % at 6 µM; 0.56% of 360,000 active;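 active means activation above the average of all compounds screened plus 3 SD, cutoff fixed separately per campaign, cut at about 7.5% in these data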;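 further: 0% = DMSO wells and 100% = 10 µM SAHA wells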
* marks the source's active call; other numbers are inactive results. Outcome played no part in choosing rows, and some 7% of all compounds hit somewhere here.

Results for CCc1cc(=O)oc2cc(C)cc(OC(C)C(=O)NC3CC(C)(C)NC(C)(C)C3)c12 (stereo unspecified) ?
PG9 binder: 2.4; sPLA2-III inh: 1; DAX1 inh-1: 2.6; hgDAF-12 ag: -0.1; Rev-erbA mod: -3; DAX1 inh-2: 0.0; SMARCA2 act: 0; PLCb3 inh: -157; hcDAF-12 act: 0.5; ssDAF-12 act: -1.3; GAA850 FXN act: -1.6

What do the screens show for `CCC(=O)N1CCN(c2c(Cl)cccc2[N+](=O)[O-])CC1`?
PG9 binder: 1.4; sPLA2-III inh: 3; DAX1 inh-1: -0.2; hgDAF-12 ag: 0.7; Rev-erbA mod: 4; DAX1 inh-2: -0.5; SMARCA2 act: -1; PLCb3 inh: 4; hcDAF-12 act: -0.7; ssDAF-12 act: -1.3; GAA850 FXN act: 0.6

Results for COc1ccc(C(=O)NCc2ccc(N3CCN(C)CC3)cc2)cc1 ?
PG9 binder: -1.1; sPLA2-III inh: -1; DAX1 inh-1: 0.7; hgDAF-12 ag: -0.6; Rev-erbA mod: -5; DAX1 inh-2: -0.1; SMARCA2 act: -1; PLCb3 inh: -1; hcDAF-12 act: 1.4; ssDAF-12 act: -1.2; GAA850 FXN act: -0.1

Results for CCOC(=O)C1(CC2CCCCO2)CCN(Cc2nc3ccccc3[nH]2)CC1 (stereo unspecified) ?
PG9 binder: -0.1; sPLA2-III inh: 4; DAX1 inh-1: 0.5; hgDAF-12 ag: -0.9; Rev-erbA mod: 5; DAX1 inh-2: -0.2; SMARCA2 act: 0; PLCb3 inh: -9; hcDAF-12 act: -0.9; ssDAF-12 act: -0.7; GAA850 FXN act: -0.5

How did COc1cc(CNc2ccc(C(=O)O)cc2)cc(Br)c1OCC(=O)NC(C)(C)C do in these assays?
PG9 binder: -2.3; sPLA2-III inh: -2; DAX1 inh-1: 0.0; hgDAF-12 ag: -1.4; Rev-erbA mod: -1; DAX1 inh-2: 0.1; SMARCA2 act: -2; PLCb3 inh: 1; hcDAF-12 act: 0.8; ssDAF-12 act: -1.3; GAA850 FXN act: 2.3

How did COc1ccc(C2=NOC(C(=O)NCCCn3ccnc3)C2)cc1 (stereo unspecified) do in these assays?
PG9 binder: 0.7; sPLA2-III inh: 2; DAX1 inh-1: -0.4; hgDAF-12 ag: -0.1; Rev-erbA mod: 8; DAX1 inh-2: 0.4; SMARCA2 act: -2; PLCb3 inh: 3; hcDAF-12 act: 1.5; ssDAF-12 act: 0.1; GAA850 FXN act: 1.7

Results for Cc1cc(N2CCN(C(=O)Oc3ccc([N+](=O)[O-])cc3)CC2)c2ccccc2n1 ?
PG9 binder: -1.4; sPLA2-III inh: -7; hgDAF-12 ag: -3.9; Rev-erbA mod: -2; DAX1 inh-2: -3.3; SMARCA2 act: -5; PLCb3 inh: 1; hcDAF-12 act: -3.9; ssDAF-12 act: -1.8

What do the screens show for `CCS(=O)(=O)NCC(c1cccnc1)N1CCN(c2ccccc2OC)CC1` (stereo unspecified)?
PG9 binder: 0.7; sPLA2-III inh: -2; DAX1 inh-1: 1.1; hgDAF-12 ag: -1.3; Rev-erbA mod: -5; DAX1 inh-2: 0.2; SMARCA2 act: -5; PLCb3 inh: 1; hcDAF-12 act: 1.5; ssDAF-12 act: -1.7; GAA850 FXN act: 0.5

How did O=C(O)CCN1c2cccc3cccc(c23)S1(=O)=O do in these assays?
PG9 binder: -1.3; sPLA2-III inh: -2; DAX1 inh-1: 1.1; hgDAF-12 ag: -0.8; Rev-erbA mod: 5; DAX1 inh-2: -0.3; SMARCA2 act: -2; PLCb3 inh: -468; hcDAF-12 act: -1.8; ssDAF-12 act: -0.8; GAA850 FXN act: 1.1

What do the screens show for `COCC(=O)N(C)C[C@H]1Oc2ncc(C#C[C@H](C)O)cc2C(=O)N([C@@H](C)CO)C[C@H]1C`?
PG9 binder: 1.3; sPLA2-III inh: 5; DAX1 inh-1: 0.8; hgDAF-12 ag: 1.7; Rev-erbA mod: 2; DAX1 inh-2: 1.5; SMARCA2 act: -4; PLCb3 inh: 6; hcDAF-12 act: 0.1; ssDAF-12 act: 0.0; GAA850 FXN act: -1.2

What do the screens show for `CCCCCCCCN1CCS(=O)(=O)N(Cc2ccc(C(F)(F)F)cc2)C(C(=O)OC)C1` (stereo unspecified)?
sPLA2-III inh: 3; hgDAF-12 ag: -0.7; Rev-erbA mod: -10; DAX1 inh-2: -0.8; SMARCA2 act: 2; PLCb3 inh: 1; hcDAF-12 act: -2.0; ssDAF-12 act: -1.4

Results for CCCc1c(-c2cccc(Cl)c2)ncn1Cc1ccccc1OC ?
PG9 binder: -1.7; sPLA2-III inh: -3; hgDAF-12 ag: -2.6; Rev-erbA mod: 2; DAX1 inh-2: -1.4; SMARCA2 act: -5; PLCb3 inh: 2; hcDAF-12 act: -1.8; ssDAF-12 act: -1.7

How did Cc1c(C(=O)NCc2cccnc2)oc2ccc(S(=O)(=O)N3CCCC(C)C3)cc12 (stereo unspecified) do in these assays?
PG9 binder: 1.3; sPLA2-III inh: 2; DAX1 inh-1: -0.6; hgDAF-12 ag: 1.0; Rev-erbA mod: 1; DAX1 inh-2: -0.7; SMARCA2 act: -2; PLCb3 inh: 0; hcDAF-12 act: -2.1; ssDAF-12 act: -0.7; GAA850 FXN act: 1.1

What do the screens show for `Cn1nccc1-c1ccc(C(=O)Nc2cccc(NS(C)(=O)=O)c2)c2occc12`?
PG9 binder: 0.6; sPLA2-III inh: 4; hgDAF-12 ag: 0.2; Rev-erbA mod: 5; DAX1 inh-2: 0.0; SMARCA2 act: -3; PLCb3 inh: 0; hcDAF-12 act: 3.6; ssDAF-12 act: -0.2; GAA850 FXN act: 2.2

How did CC(NC(=O)Cn1cnc2c1c(=O)n(C)c(=O)n2C)c1ccccc1 (stereo unspecified) do in these assays?
PG9 binder: 0.1; sPLA2-III inh: 3; DAX1 inh-1: 0.9; hgDAF-12 ag: 0.0; Rev-erbA mod: -8; DAX1 inh-2: -0.1; SMARCA2 act: 0; PLCb3 inh: -3; hcDAF-12 act: 0.7; ssDAF-12 act: -0.1; GAA850 FXN act: 1.9

Results for CCN1CCN(C(=O)CCn2c(=O)c3cccn3c3cccnc32)CC1 ?
PG9 binder: 0.6; sPLA2-III inh: 0; DAX1 inh-1: 0.5; hgDAF-12 ag: -3.0; Rev-erbA mod: 0; DAX1 inh-2: -0.1; SMARCA2 act: -1; PLCb3 inh: -4; hcDAF-12 act: -0.8; ssDAF-12 act: -1.0; GAA850 FXN act: -0.1

What do the screens show for `CCCC(c1nnnn1CS(=O)(=O)c1ccc(C)cc1)N1CCN(c2ccccc2)CC1` (stereo unspecified)?
PG9 binder: 0.1; sPLA2-III inh: 0; DAX1 inh-1: -0.7; hgDAF-12 ag: -1.3; Rev-erbA mod: 9; DAX1 inh-2: 0.8; SMARCA2 act: 2; PLCb3 inh: 2; hcDAF-12 act: -0.1; ssDAF-12 act: -1.3; GAA850 FXN act: 1.6

What do the screens show for `CC(C)CC(NC(=O)C1CCC(C)CC1)C(=O)Nc1ccccc1F` (stereo unspecified)?
PG9 binder: 1.8; sPLA2-III inh: 11; DAX1 inh-1: 1.0; hgDAF-12 ag: 0.1; Rev-erbA mod: -4; DAX1 inh-2: -0.4; SMARCA2 act: -3; PLCb3 inh: -5; hcDAF-12 act: 0.8; ssDAF-12 act: -1.0; GAA850 FXN act: -0.2

How did Cc1cccc(NC(=O)c2ccc3c(=O)n4c(nc3c2)CCCCC4)n1 do in these assays?
PG9 binder: -0.1; sPLA2-III inh: -5; DAX1 inh-1: -1.4; hgDAF-12 ag: 8.2; Rev-erbA mod: -1; DAX1 inh-2: 7.0*; SMARCA2 act: 0; PLCb3 inh: -3; hcDAF-12 act: 4.6; ssDAF-12 act: -0.8; GAA850 FXN act: 2.8

How did COC(=O)c1sc2cnccc2c1N do in these assays?
PG9 binder: 0.1; sPLA2-III inh: 2; DAX1 inh-1: 0.2; hgDAF-12 ag: 5.4; Rev-erbA mod: 2; DAX1 inh-2: -0.2; SMARCA2 act: -1; PLCb3 inh: inactive; hcDAF-12 act: -0.5; ssDAF-12 act: -1.5; GAA850 FXN act: -0.6

Results for COc1ccc(CCC(=O)Nc2cccc(S(=O)(=O)N3CCOCC3)c2)cc1OC ?
PG9 binder: 1.2; sPLA2-III inh: -4; DAX1 inh-1: -0.7; hgDAF-12 ag: -2.6; Rev-erbA mod: -2; DAX1 inh-2: -2.2; SMARCA2 act: -3; PLCb3 inh: -8; hcDAF-12 act: -2.2; ssDAF-12 act: -1.0; GAA850 FXN act: 0.3

Results for Cc1cc2oc(C(=O)NCCc3ccc(S(N)(=O)=O)cc3)cc(=O)c2cc1C ?
PG9 binder: -1.1; sPLA2-III inh: 0; DAX1 inh-1: -0.5; hgDAF-12 ag: 0.0; Rev-erbA mod: -6; DAX1 inh-2: 0.0; SMARCA2 act: 0; PLCb3 inh: -6; hcDAF-12 act: 1.1; ssDAF-12 act: -1.1; GAA850 FXN act: 1.2

What do the screens show for `O=C1Nc2ccc(Br)cc2/C1=C/C(=O)c1ccc2c(c1)OCO2`?
PG9 binder: 0.1; sPLA2-III inh: 26*; DAX1 inh-1: 1.3; hgDAF-12 ag: 3.2; Rev-erbA mod: -5; DAX1 inh-2: -0.5; SMARCA2 act: -1; PLCb3 inh: -14; hcDAF-12 act: 1.4; ssDAF-12 act: -0.3; GAA850 FXN act: 11*

How did O=C(CCCn1c(=O)[nH]c2ccc(Br)cc2c1=O)NCc1ccc(Cl)cc1 do in these assays?
PG9 binder: 16*; sPLA2-III inh: 2; DAX1 inh-1: -1.1; hgDAF-12 ag: -1.3; Rev-erbA mod: 15; DAX1 inh-2: 0.0; SMARCA2 act: -2; PLCb3 inh: -6; hcDAF-12 act: 0.4; ssDAF-12 act: -1.7; GAA850 FXN act: 0.2
